TDP-43 yeast inh = qHTS of TDP-43 Inhibitors; 1.8% of 410,000 active; TDP-43 expressing yeast growth rescue, BacTiter-Glo, 24 h; Potency, µM (doses to about 46.1 µM), for the others: at the highest dose growth rescue (activation), hits mostly activators; AID 652104, 2013; further: % of control where 0% means no effect; nearly all actives have a fitted effect of over 50% in size
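Growth rescue of TDP-43-toxic yeast measured as ATP luminescence (BacTiter-Glo). Cells grown to mid-log in raffinose, induced in galactose at OD600=0.02, exposed to compound 24 hr at 30 deg C.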
HT1080 IDH1KD tx = qHTS for induction of synthetic lethality in tumor cells producing 2HG: qHTS for the HT-1080-IDH1KD cell line. Potency, µM (doses to about 46.1 µM), for inactives: top-dose activity, negative = toxicity, hits mostly cytotoxic. HT-1080 IDH1 knockdown viability, ATP luminescence, 48 h. AID 686971, 2013. 2% of 360,000 active;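 further: 0% = DMSO wells and -100% = cell-free medium wells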
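% activity derives from luminescence (CellTiter-Glo), normalised to DMSO and no-cell wells. HT-1080-IDH1KD cells, 750/well, had 48 h compound exposure at 37 °C.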
GLP-1R inv ag = qHTS of GLP-1 Receptor Inverse Agonists (Inhibition Mode). AID 624417, 2012. Potency, µM (top dose mostly 38.3 µM), for the others: at the highest dose activity change, negative = inhibition, most hits filed as inhibitors. 1.6% of 410,000 active. HEK293 GLP-1R CRE-luciferase, luminescence, 24 h; GLP-1R form is constitutively active. Glucagon-like peptide 1 receptor (Homo sapiens), P43220; further: on the % scale 0 is the no-effect control and ±100 the full control effect; nearly all actives have a fitted effect of over 55% in size
Target sequence (P43220 whole entry, looked up): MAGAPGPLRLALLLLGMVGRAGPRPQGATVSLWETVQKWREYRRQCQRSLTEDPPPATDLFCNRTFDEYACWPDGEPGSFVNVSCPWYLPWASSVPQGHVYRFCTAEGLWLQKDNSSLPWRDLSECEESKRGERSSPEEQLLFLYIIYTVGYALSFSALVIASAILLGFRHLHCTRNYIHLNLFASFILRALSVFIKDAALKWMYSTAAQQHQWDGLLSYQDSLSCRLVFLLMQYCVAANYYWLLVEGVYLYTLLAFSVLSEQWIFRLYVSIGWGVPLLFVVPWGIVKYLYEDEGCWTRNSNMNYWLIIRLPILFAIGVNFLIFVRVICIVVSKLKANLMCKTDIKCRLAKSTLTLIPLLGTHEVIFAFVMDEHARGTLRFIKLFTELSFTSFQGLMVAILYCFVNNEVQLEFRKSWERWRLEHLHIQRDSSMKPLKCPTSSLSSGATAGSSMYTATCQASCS
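HEK293 cells stably co-expressing a cAMP-responsive luciferase reporter and constitutively active GLP-1R were seeded, incubated 12 h, then exposed to compounds for 24 h at 37 C. Luminescence was read 12 min after detection reagent; inverse agonists lower signal.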
HEK293 tox = qHTS of GLP-1 Receptor Inverse Agonists: Cytotox Screen | HEK293 cAMP-luciferase reporter cells, luminescence, 24 h | Potency, µM (doses to about 38.3 µM), for inactives: top-dose activity change, negative = inhibition, hits mostly inhibitors | 0.13% of 410,000 active | AID 624418, 2012;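 further: loss of luciferase light is scored as toxicity; on the % scale 0 is the no-effect control and ±100 the full control effect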
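A 23 nL compound transfer followed 12 hours of cell culture at 37 deg C; exposure then lasted 24 hr. Luciferase assay detection reagent was dispensed and plates read for luminescence after a 12 min room-temperature wait.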
HT1080-NT tox = qHTS for induction of synthetic lethality in tumor cells producing 2HG: qHTS for the HT-1080-NT fibrosarcoma cell line | Potency, µM (titrated, usually from 46.1 µM), for inactives: top-dose activity, negative = less viability, actives largely listed as cytotoxic | 1.6% of 360,000 active | AID 686970, 2013 | HT-1080-NT fibrosarcoma viability, CellTiter-Glo ATP luminescence, 48 h;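 further: NT is the 2HG producing partner of a matched IDH1 knockdown line; 0% = DMSO-treated cells and -100% = media-only wells without cells; nearly all actives have a fitted effect of over 55% in size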
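HT-1080-NT fibrosarcoma cells (2HG-overproducing), 750 cells/well in RPMI with 5% FBS, dosed after 2 h and incubated 48 h at 37C. CellTiter-Glo luminescence normalized to DMSO and no-cell wells; concentration-response curves fitted and classed.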
KB-3-1 tox = qHTS assay for MDR1-selective chemotherapeutics: Primary screen using the parental adenocarcinoma cell KB-3-1. KB-3-1 viability, CellTiter-Glo ATP luminescence, 72 h. Potency, µM (highest dose often 46.1 µM), for inactives: at the top dose activity change, negative = cytotoxic, usual class: cytotoxic. 1.4% of 400,000 active. AID 1347075, 2019; further: on the % scale 0 is the no-effect control and ±100 the full control effect; nearly all actives have a fitted effect of over 60% in size
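Cytotoxicity in the drug-sensitive parental line KB-3-1 was scored as loss of CellTiter-Glo luminescence following 72 h incubation with compound. Values come from curve fitting of normalized concentration-response data.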
SW480 rerep = A quantitative high throughput screen for small molecules that induce DNA re-replication in SW480 colon adenocarcinoma cells; SW480 DNA re-replication, Hoechst DNA content imaging, 48 h; Potency, µM (titrated, usually from 46.1 µM), for the others: at the top dose re-replication activation, usual class: activators; 1.8% of 340,000 active; AID 624297, 2012; further: % of control where 0% means no effect; nearly all actives have a fitted effect of over 55% in size
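Hoechst fluorescence of nuclei (405 nm excitation, 500-530 nm emission) measured by plate-scanning imager after 48 hr compound exposure at 37 C; re-replication scored as increased number of nuclei with elevated intensity.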
GLP-1R agonist = qHTS of GLP-1 Receptor Agonists; HEK293 GLP-1R CRE-luciferase, luminescence, 4-6 h; cells express a hypersensitive GLP-1R form; 0.007% of 380,000 active; Potency, µM (top dose mostly 45.6 µM), for inactives: top-dose activation, most hits filed as activators; AID 624172, 2012; Glucagon-like peptide 1 receptor (Homo sapiens), P43220; further: % of control where 0% means no effect
KB-V1 cytotox = qHTS assay for MDR1-selective chemotherapeutics: Primary screen using the drug-selected MDR subline cells KB-V1; KB-V1 MDR cells viability, CellTiter-Glo, 72 h; Potency, µM (doses to about 46.1 µM), inactives show at the top dose activity change, negative = cytotoxicity, actives largely listed as cytotoxic; 3.4% of 400,000 active; AID 1347076, 2019; further: on the % scale 0 is the no-effect control and ±100 the full control effect; nearly all actives have a fitted effect of over 60% in size
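Drug-selected KB-V1 cells, grown in DMEM lacking phenol red with 10% FBS, receive compound titrations; after three days at 37 degrees C, surviving cell ATP is quantified by CellTiter-Glo luminescence and responses normalized and curve-fitted.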
Starred values were filed as active, the others as inactive; ? = inconclusive; . = not tested or not shown; [ ] = remark or other dose. The call rests on the fitted dose curve; in most records, active means well fitted curve in the direction sought with a large enough effect; inconclusive means small, poorly fitted or top-dose-only effect, or another doubt; inactive means no such curve, though single readings can be large; an effect the other way counts as inactive or inconclusive. Potency means the concentration at half of the fitted maximal effect.

Structure | HEK293 tox | HT1080 IDH1KD tx | GLP-1R agonist | HT1080-NT tox | TDP-43 yeast inh | KB-V1 cytotox | KB-3-1 tox | GLP-1R inv ag | SW480 rerep
CC(=O)c1cccc(NC(=O)Cn2nc(C)n3cccc3c2=O)c1 | 1% | . | . | . | -1% | -14% | 10% | 2% | .
CCc1nc2ccc(C(=O)N(C)Cc3ccccc3)cn2c1N(C)Cc1ccc(OC)cc1 | -1% | -24% | 18% | ? | 13% | ? | 2% | 2% | .
Cc1nn(-c2ccccc2)c(Cl)c1/C=C/C(=O)c1ccccc1 | -17% | ? | -2% | ? | ? | ? | 0% | ? | ?
COc1cccc(CCNC(=O)CC2C(=O)NCCN2Cc2ccc(Cl)c(F)c2)c1 (stereo not given) | 1% | -2% | 10% | -1% | -16%[0.397 µM] | 10% | 18% | 9% | -7%
CCOc1ccc(C2C(C(=O)c3ccco3)=C(O)C(=O)N2Cc2cccnc2)cc1 (stereo not given) | -12% | 5% | -2% | 14% | 2% | 4% | -1% | 8% | -7%
CCN(CC)S(=O)(=O)c1ccc(Cl)c(C(=O)Nc2nncs2)c1 | 68%[activator] | -2%[9.24 µM] | 10% | -5% | 3% | -17% | 11% | 4% | -9%
Cc1ncc(CN2CCCC(C(=O)Nc3ccc(-c4cccc(F)c4)cc3)C2)cn1 (stereo not given) | -10% | ? | 18% | -29% | -7% | 12% | -2% | ? | ?
COC(=O)c1cc(NC(=O)CCc2c(C)nc3ncnn3c2C)cc(C(=O)OC)c1 | -4% | -2% | 4% | -7% | -2% | -9% | -7% | 0% | 0%
C=CCn1c(=N)c(S(=O)(=O)c2ccc(C)c(C)c2)cc2c(=O)n3ccccc3nc21 | 4% | -1% | 0% | 0% | 11% | -26% | -8% | 20% | ?
Cc1noc(-c2ccc(-c3noc(-c4ccc(C(F)(F)F)cc4)n3)cc2)n1 | 0% | . | . | . | -7% | 24% | 10% | 5% | .
O=C(CCn1nnc2ccccc21)NNC(=O)C1CCCCC1 | 4% | 5% | 5% | -1% | -10% | 1% | 1% | 7% | -5%
CC(OC(=O)CN(C)S(=O)(=O)c1ccc(Cl)cc1)C(=O)Nc1cccc(Cl)c1 (stereo not given) | -6% | -21% | 2% | -1% | -5% | -5% | 3% | 0% | -8%
COc1ccc(N2CCN(c3nc4ccccn4c(=O)c3/C=C(\C#N)S(=O)(=O)c3ccccc3)CC2)cc1 | 2% | 12% | 8% | 11% | -8% | -4% | 25% | 42%[activator] | 5%
Cc1cccc(-c2noc(CCc3ccccc3)n2)c1 | -18% | 18% | 7% | 12% | 21% | 2% | 0% | -3% | -4%
CC(C)c1ccc(NC(=S)NCCc2c[nH]c3ccccc23)cc1 | -1% | ? | 18% | -26% | -51%[inhibitor] | ? | ? | ? | 38%
O=C(O)CCNc1nc(-c2ccccc2)c2cc(Br)ccc2n1 | 39%[activator] | 0% | -2% | -1% | -2% | -4% | 0% | 251%[activator] | -11%
C/C(=N\NC(=O)c1cccc(S(=O)(=O)Nc2ccccc2Cl)c1)c1ccco1 | 86%[activator] | -2% | -2% | -2% | 19% | 2% | -2% | 26% | -2%
O=C(COc1ccccc1)NC1CC(=O)N(c2ccc3c(c2)OCCO3)C1 (stereo not given) | -5% | . | 1% | . | 23% | -3% | ? | 7% | .
COCC1CCN(Cc2c(C(=O)N3CCOCC3)nc3c(C)cccn23)C1 (stereo not given) | 5% | 5% | -4% | 1% | 8% | 11% | 0% | 2% | .
C=CCSC1=N/C(=C\c2cc(OCC)c(OC(C)=O)c([N+](=O)[O-])c2)C(=O)S1 | -33% | 6% | -2% | -3% | 1% | 2% | 3% | -5% | -4%
O=C(O)c1ccc(N2C(=O)C3ON(c4ccccc4)C(c4ccccc4F)C3C2=O)cc1 (stereo not given) | 9% | 17% | -18% | 22% | ? | 24% | 9% | 13% | 4%
C=CCn1c(SCC(=O)NCCCC(=O)OCC)nc2scc(-c3ccco3)c2c1=O | -3% | -12% | 13% | -23% | -1% | ? | 4% | 9% | -2%
COc1ccc(Cl)cc1N1C(=O)c2cccnc2C1=O | 3% | 1% | -8% | -2% | 6% | 12% | 0% | 9% | ?
Cc1ccc(/C(N)=N/OC(=O)N2CCOCC2)cc1 | ? | 18µM* | 7% | ? | 8% | ? | -8% | 14% | 1%
CC(C)(O)C#Cc1ccc(C(=O)NCCc2ccc(S(N)(=O)=O)cc2)cc1 | -2% | 29% | 17% | 16% | -17% | 0% | 9% | -20% | 1%
CN(Cc1ccccc1)C(=O)CC(c1ccccc1)c1cc(Cl)ccc1O (stereo not given) | ? | ? | -4% | ? | 0% | 13µM* | ? | ? | ?
O=C(COC(=O)c1cc2c(s1)CCCC2)Nc1ccc(Cl)cn1 | -11% | -1% | -2% | 6% | 0% | -8% | 17% | 14% | 2%
O=C(Cn1cnc2c(cnn2-c2ccc(Cl)cc2)c1=O)NCC1CCCO1 (stereo not given) | -6% | -3% | -13% | 8% | 1% | 2% | -3% | 3% | -3%
Cc1ccccc1CSc1ccc(S(=O)(=O)N2CCCC2)cn1 | 2% | 1% | 3% | 9% | ? | -6% | 18% | ? | -3%
Cc1ccc(C(=O)CC(C(=O)O)n2cccn2)cc1 (stereo not given) | -3% | 12% | -10% | 16% | 0% | 21% | 12% | 4% | 3%
COc1ccc(NC(=O)CN(C)C(=O)C(C)N2C(=O)c3ccccc3C2=O)cc1 (stereo not given) | -2% | 3% | 0% | 1% | 16% | 11% | 7% | -4% | -2%
CCOCCCNC(=O)c1ccc(NC(=O)C2CCCO2)cc1 (stereo not given) | -16% | 10% | -4% | 4% | -1% | 1% | 16% | 3% | -2%
O=C(NCCc1ccc(F)cc1)c1ccc(S(=O)(=O)N2CCCCC2)cc1 | 15% | -1% | 0% | 0% | ? | -26% | 0% | -27% | 6%
CN(C)S(=O)(=O)c1ccc(C(=O)NCc2ccc3[nH]c4c(c3c2)CCCC4)cc1 | -7% | -13% | 6% | 2% | 10% | 0% | -14% | 14% | 0%
NC(=O)NC(Cc1ccccc1)C(=O)Nc1ccc(S(N)(=O)=O)cc1 (stereo not given) | -11% | 17% | -11% | 12% | -6% | 11% | 13% | 11% | -3%
CS(=O)(=O)N1N=C(c2cccs2)CC1c1ccco1 (stereo not given) | 11% | -1% | 4% | -3% | -4%[9.22 µM] | -13% | -4% | 16% | -4%
Cc1csc2nc(O)c(C(=O)NCc3ccc4c(c3)OCO4)c(=O)n12 | 0% | -5% | 8% | -12% | -8% | ? | -4% | 32%[activator] | ?
COC(=O)c1ccc(N2CCOCC2)c(NC(=O)c2cc3ccccc3o2)c1 | -4% | 5% | 6% | 5% | -13% | 0% | 2% | 15% | 2%
O=C(COC(=O)CN1C(=O)c2ccccc2C1=O)Nc1ccc(S(=O)(=O)N2CCCC2)cc1 | -16% | -1% | -8% | 0% | 8% | ? | -5% | 9% | -16%
CCCN(CC(=O)Nc1cc(Cl)cc(Cl)c1)CC(=O)Nc1ccc(F)c(F)c1F | 2%[1.53 µM] | ? | -5% | ? | 28µM* | 23µM* | 0% | ? | ?
C#CCOCCOCCOCCNc1nc(N2CCN(C(=O)CCCCCCCCCCNC(=O)[C@H]([C@@H](C)CC)n3cc(CCCCCN)nn3)CC2)nc(N2CCN(C(=O)CCCCCCCCCCNC(=O)[C@@H]([C@H](C)O)n3cc(C)nn3)CC2)n1 | ? | ? | -19% | ? | ? | -8% | ? | ? | ?
CCCCOC(=O)Nc1ccccc1C(N)=O | 10% | -11% | 4% | 0% | 0% | -9% | 18% | 0% | -16%
CCc1cccc2c(C(=O)CN3C(=O)NC(C)(c4cccc5ccccc45)C3=O)c[nH]c12 (stereo not given) | ? | 15µM* | 4% | ? | 6%[9.22 µM] | 23µM* | ? | ? | 20%
COc1cc2cc(C(=O)NC(C)c3cccc4ccccc34)c(N)nc2cc1OC (stereo not given) | 20% | 18µM* | 0% | 26µM* | 21% | -10% | -4% | ? | .
Cn1c(=O)[nH]c(=O)c2c1nc(SCC(=O)O)n2Cc1ccccc1 | -2% | 3% | -2% | 4% | 6% | -3% | 4% | 11% | -5%

Laid out differently: 4 of the compounds above.
Each structure is followed by: HEK293 tox | HT1080 IDH1KD tx | GLP-1R agonist | HT1080-NT tox | TDP-43 yeast inh | KB-V1 cytotox | KB-3-1 tox | GLP-1R inv ag | SW480 rerep
> CCCN(CC(=O)Nc1cc(Cl)cc(Cl)c1)CC(=O)Nc1ccc(F)c(F)c1F
    2%[1.53 µM] | ? | -5% | ? | 28µM* | 23µM* | 0% | ? | ?
> C#CCOCCOCCOCCNc1nc(N2CCN(C(=O)CCCCCCCCCCNC(=O)[C@H]([C@@H](C)CC)n3cc(CCCCCN)nn3)CC2)nc(N2CCN(C(=O)CCCCCCCCCCNC(=O)[C@@H]([C@H](C)O)n3cc(C)nn3)CC2)n1
    ? | ? | -19% | ? | ? | -8% | ? | ? | ?
> CCCCOC(=O)Nc1ccccc1C(N)=O
    10% | -11% | 4% | 0% | 0% | -9% | 18% | 0% | -16%
> CCc1cccc2c(C(=O)CN3C(=O)NC(C)(c4cccc5ccccc45)C3=O)c[nH]c12 (stereo not given)
    ? | 15µM* | 4% | ? | 6%[9.22 µM] | 23µM* | ? | ? | 20%

Assay outcomes from PubChem BioAssay.
